Screening data from PubChem.
HDAC3 inh: HDAC3 deacetylase inhibitors, primary screen, biochemical, fluorescence, cell-free homogeneous; recombinant HDAC3, fluorogenic peptide/trypsin coupled; inhibition, % at 8.3 µM; 320,000 compounds, 0.15% hits; AID 2718, 2010; in the data active means inhibition above about 26%, passing the limit was not always enough; inconclusive means no clear call, values can overlap the other calls
MrgX1 agonist: agonists of human MrgX1 receptor, primary screen, HEK293 cells, Fluo-4 calcium flux | Mas-related G-protein coupled receptor member X1 (Homo sapiens), Q96LB2 | 310,000 compounds, 0.44% hits | AID 588627, 2011 | Fluo-4 calcium fluorescence, agonist mode; hits give high values | B-score at 10 µM;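 active means calcium response B-score plate-corrected fluorescence ratio at least 3 library SD, with starting fluorescence B-score inside 5 SD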
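Material: MrgX1-expressing HEK293 cells; input: 15,000 cells per well; doses: test compound given as first of three sequential additions; schedule: overnight plating before 1 h dye loading; technique: Fluo-4 NW calcium-flux fluorescence, kinetic read; evaluation: baseline-normalised fluorescence change ratio, B-scored; control set: plate-wise positive and negative controls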
ANO1 activ: TMEM16A chloride channel activators or potentiators, primary screen, cell-based, HTS; B-score at 10 µM; AID 623877, 2012; 340,000 compounds, 0.3% hits; Anoctamin-1 (Mus musculus), Q8BHY3; HEK293 TMEM16A/YFP-H148Q/I152L, iodide quench fluorescence; hits give low values;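 active means fluorescence-ratio B-score plate-corrected deviation score at least 3 library SD below zero, with starting fluorescence score within 5 deviations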;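 further: channel opened by trigger with iodide after compound preincubation; score built on the fluorescence ratio of max minus min over baseline; more negative score means more quench and so TMEM16A activation or potentiation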
Target sequence (Q8BHY3 whole entry, looked up): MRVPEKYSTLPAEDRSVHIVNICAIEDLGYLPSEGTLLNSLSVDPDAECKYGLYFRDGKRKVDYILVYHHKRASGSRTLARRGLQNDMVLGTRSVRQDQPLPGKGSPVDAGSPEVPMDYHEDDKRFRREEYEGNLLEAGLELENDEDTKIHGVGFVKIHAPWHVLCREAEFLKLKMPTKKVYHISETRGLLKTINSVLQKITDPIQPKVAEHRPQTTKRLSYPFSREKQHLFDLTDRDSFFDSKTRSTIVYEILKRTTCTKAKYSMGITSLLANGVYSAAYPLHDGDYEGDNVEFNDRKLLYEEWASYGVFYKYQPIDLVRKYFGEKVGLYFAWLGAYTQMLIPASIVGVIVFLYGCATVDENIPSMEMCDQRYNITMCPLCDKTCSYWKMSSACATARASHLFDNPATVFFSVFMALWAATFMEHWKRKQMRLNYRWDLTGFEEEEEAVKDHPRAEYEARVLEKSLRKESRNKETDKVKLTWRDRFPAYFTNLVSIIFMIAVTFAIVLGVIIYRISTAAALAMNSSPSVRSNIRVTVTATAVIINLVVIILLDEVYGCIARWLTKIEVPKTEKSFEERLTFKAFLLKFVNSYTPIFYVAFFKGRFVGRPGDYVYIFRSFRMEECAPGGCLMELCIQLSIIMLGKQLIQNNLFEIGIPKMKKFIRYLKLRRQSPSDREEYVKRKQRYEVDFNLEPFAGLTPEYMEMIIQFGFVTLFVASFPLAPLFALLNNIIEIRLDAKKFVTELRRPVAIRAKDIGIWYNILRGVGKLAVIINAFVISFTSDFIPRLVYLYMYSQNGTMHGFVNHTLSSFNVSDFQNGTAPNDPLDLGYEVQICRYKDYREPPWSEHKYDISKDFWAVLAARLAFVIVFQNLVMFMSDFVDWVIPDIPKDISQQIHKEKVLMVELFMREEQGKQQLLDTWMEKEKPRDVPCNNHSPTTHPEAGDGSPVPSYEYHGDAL
MrgX1 PAM: positive allosteric modulators of MrgX1, primary screen, HEK293 cells, Fluo-4 calcium flux | Mas-related G-protein coupled receptor member X1 (Homo sapiens), Q96LB2 | FDSS; hits give high values | B-score at 10 µM | 310,000 compounds, 0.63% hits | AID 588675, 2011;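 active means plate-corrected calcium response at least 3 library SD above typical, normal starting fluorescence, not activating the receptor alone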;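 further: compound read alongside a low EC10 to EC30 dose of BAM8-22 agonist; peak minus trough fluorescence over baseline measured at the second addition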
SKKanGAS inh: S. pyogenes SKKanGAS growth inhibitors in kanamycin, primary screen, streptokinase expression inhibitor project, SKKanGAS strain, BacTiter-Glo luminescence. 6 h. inhibition, % at 7.5 µM. 300,000 compounds, 1.3% hits;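 active means mean replicate score, as percent of positive control median, at least 50; inconclusive means mean below 50 but one replicate at or above 50; inactive means mean and every replicate below 50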;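 further: strain carries kanamycin resistance gene driven by streptokinase promoter and grows in 40 µg/ml kanamycin; loss of luminescence reflects streptokinase promoter inhibition or plain growth inhibition; 0% = median of DMSO wells and 100% = positive control at its reference dose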
MrgX1 antagonist: antagonists of human MrgX1 receptor, primary screen, HEK293 cells, Fluo-4 calcium flux; BAM8-22 antagonism; hits give low values; AID 588676, 2011; B-score at 10 µM; Mas-related G-protein coupled receptor member X1 (Homo sapiens), Q96LB2; 310,000 compounds, 1.3% hits;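 active means calcium-response B-score plate-corrected more than 3 library SD below zero, starting fluorescence within 5 deviations, no agonist response on first addition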;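 further: peak minus trough fluorescence over baseline after final BAM8-22 challenge near maximal dose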
TRPC6 act: mouse TRPC6 channel activators, primary screen, cell-based, HEK293, membrane potential dye; Short transient receptor potential channel 6 (Mus musculus), Q61143; HEK293-TRPC6 membrane potential dye fluorescence; hits give high values; 310,000 compounds, 0.13% hits; B-score at 10 µM; AID 2550, 2010;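 active means B-score of the integrated fluorescence ratio above library mean plus 3 SD, and starting fluorescence ratio within library mean plus 5 SD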;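 further: higher score means more depolarization so channel activation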
RGS4 block: RGS4 inhibitors, primary screen, cell-based, HEK293 M3R inducible RGS4, calcium flux; B-score at 10 µM; Fluo-4 calcium flux; hits give high values; triggered by carbachol at its EC20; 310,000 compounds, 0.45% hits; Regulator of G-protein signaling 4 (Homo sapiens), P49798;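 active means B-score, a plate-corrected calcium signal, over three deviations above library mean, with baseline fluorescence within five deviations of library mean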;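 further: RGS4 expression induced by doxycycline in cells with stable M3 receptor; B-score is computed from the integrated fluorescence ratio over baseline after carbachol; higher B-score means a larger calcium signal and so more RGS4 inhibition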
Target sequence (P49798 whole entry, looked up): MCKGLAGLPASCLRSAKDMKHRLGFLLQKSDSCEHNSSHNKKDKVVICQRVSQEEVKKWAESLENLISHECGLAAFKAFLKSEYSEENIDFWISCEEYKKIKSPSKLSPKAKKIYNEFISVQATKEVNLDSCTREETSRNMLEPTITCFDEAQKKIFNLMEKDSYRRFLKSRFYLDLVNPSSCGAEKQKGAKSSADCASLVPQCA
RGS4 pot: RGS4 potentiators or activators, primary screen, cell-based, HEK293 M3R inducible RGS4, calcium flux. carbachol calcium flux Fluo4; hits give low values. B-score at 10 µM. 310,000 compounds, 0.92% hits. AID 463111, 2010;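 active means B-score of the integrated calcium signal more than 4 SD below the library mean, with starting fluorescence not abnormally high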;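 further: negative B-score means reduced calcium response which marks RGS4 activation or potentiation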
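Material: M3R-expressing HEK293 line, RGS4 induced by doxycycline | Schedule: Overnight RGS4 induction, 30 min dye load 37 °C, 20 min compound RT | Measured by: Fluo4 fluorescence kinetic imaging of calcium | Read-out: Integrated calcium ratio converted to B score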
TRPC6 inh: mouse TRPC6 channel inhibitors, primary screen, cell-based, HEK293, membrane potential dye; ACh-evoked depolarization; hits give low values; 310,000 compounds, 1.1% hits; B-score at 10 µM;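 active means B-score under library mean minus 3 SD, initial fluorescence not abnormally high, positive integrated signal ratio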;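 further: B-score derived from integrated fluorescence ratio over the kinetic read; more negative B-score means stronger inhibition of depolarization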
ANO1 block: TMEM16A chloride channel inhibitors, primary screen, cell-based, HTS. Anoctamin-1 (Mus musculus), Q8BHY3. HEK293 TMEM16A/YFP iodide influx fluorescence, ionomycin. normalized B-score (activity score, 25-100; higher = stronger inhibition) at 10 µM. 310,000 compounds, 1.2% hits. AID 588511, 2011;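 active means ratio plate-corrected score three or more library SD toward inhibition, starting fluorescence score within five deviations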;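 further: score derived from kinetic fluorescence span divided by baseline fluorescence per well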
* = called active by the depositor; i = inactive; ? = inconclusive; / = no result given.

SMILES	HDAC3 inh	MrgX1 agonist	ANO1 activ	MrgX1 PAM	SKKanGAS inh	MrgX1 antagonist	TRPC6 act	RGS4 block	RGS4 pot	TRPC6 inh	ANO1 block
COc1ccc(CC(=O)NNC(=O)c2ccncc2)cc1	-11.6	i	i	i	2.4	i	i	i	i	i	i
Cc1cc(SCC2=NNC(=O)C2)c(Cl)cc1Cl	2.9	i	i	i	0.1	i	i	i	i	i	i
O=C(Nc1ccc(S(=O)(=O)Nc2ncccn2)cc1)c1cncc(Br)c1	1.5	i	i	i	1.1	i	i	i	i	i	i
CC(CC(=O)O)CC(=O)Nc1cccc([N+](=O)[O-])c1 (stereo not drawn)	0.7	i	i	i	-5.9	i	i	i	i	i	i
CCCN1CCN(CCCNC(=O)Cn2nc(C)n3c(cc4cc(OC)ccc43)c2=O)CC1	-11.9	i	i	i	-6.3	i	i	i	i	i	i
c1ccc(NC2=Nc3ccccc3CS2)cc1	-3.1	i	i	i	2.3	i	i	i	i	i	i
Cc1ccc(C(=O)N/C(=C\c2ccco2)C(=O)N2CCSCC2)cc1C	7.3	i	i	i	2.2	i	i	i	i	i	i
O=C1CC(C(=O)Nc2ccccc2C(=O)O)C(c2ccccc2)O1 (stereo not drawn)	-4.0	i	i	i	0.1	i	i	i	i	i	i
CC(=O)c1ccc(NC(=O)/C(C#N)=C/c2ccncc2)cc1	-3.1	i	i	i	3.0	i	i	i	i	i	i
CCOc1ncccc1C(=O)Nc1ccc(Cl)c(S(=O)(=O)N2CCCC2)c1	6.4	i	i	i	0.3	i	i	i	i	i	i
CCCCNC(=O)Nc1ccccc1C(=O)NCc1ccco1	-14.2	i	i	i	0.5	i	i	i	i	i	i
COc1ccc(N2CCN(C(CNC(=O)C(C)(C)C)c3ccco3)CC2)cc1 (stereo not drawn)	2.9	i	i	i	-3.5	i	i	i	i	i	i
C=CCN1CCN(C(c2ccccc2OC)c2nnnn2C(C)(C)C)CC1 (stereo not drawn)	?	i	i	i	-10.0	i	i	i	i	i	i
COc1ccccc1Cn1c(-c2ccco2)nc2nc3ccccc3nc21	3.0	i	i	i	16.0	i	i	i	i	i	i
Cc1ccc2nc(N/C(=N/S(=O)(=O)c3ccc(F)cc3F)c3ccccc3)sc2c1	6.6	i	i	i	30.9	i	i	i	i	i	i
COCCNC(=O)c1cnn2c(C(F)F)cc(-c3ccccc3)nc12	12.1	i	i	i	/	i	i	i	i	i	i
Cc1cc(C)c(C)c(OCCCn2ccnc2)c1	7.7	i	i	i	-1.8	i	i	i	i	i	i
CC(C)(C)c1ccc(S(=O)(=O)NCC(=O)N2CCCC2)cc1	4.5	i	i	i	3.7	i	i	i	i	i	i
O=C1c2cccc3cccc(c23)C(=O)N1CC1CCN(CC(O)COc2ccc3ccccc3c2)CC1 (stereo not drawn)	4.3	i	i	i	70.2*	i	i	i	i	i	i
O=c1cc(-c2ccncc2)oc2ccccc12	-7.1	i	i	i	/	i	i	i	i	i	i
CC(C)(O)C(=O)NN(C(=O)c1ccccc1)c1ccc2ccccc2c1	1.6	i	i	i	3.7	i	i	i	i	i	i
CN(C(=O)c1ccncc1)C1CCCCC1	0.1	i	i	i	0.6	i	i	i	i	i	i
Cc1nc2ncnn2c(N2CCCC(C(=O)Nc3ccccc3Br)C2)c1C (stereo not drawn)	-2.0	i	i	i	1.2	i	i	i	i	i	i
CC(=O)OC1CC(C)(C)N(OC(=O)c2ccccc2)C(C)(C)C1	-3.0	i	i	i	2.7	i	i	i	i	i	i
Cc1ccn2c(CNC(C)CCn3cccn3)c(C(=O)N3CCCCCC3)nc2c1 (stereo not drawn)	2.4	i	i	i	-5.5	i	i	i	i	i	i
CCOCCCNC(=O)C(NC(=O)c1ccc(=O)[nH]c1)c1ccccc1 (stereo not drawn)	2.9	i	i	i	-2.5	i	i	i	i	i	i
COc1ccc(-c2nnn(CC(=O)N(Cc3ccccc3Cl)C(C(=O)NCC3CCCO3)c3ccco3)n2)cc1OC (stereo not drawn)	-3.6	i	i	i	-4.8	i	i	i	i	i	i
COc1ccc(C(=O)NNC(=O)c2ccccc2[N+](=O)[O-])cc1	-2.1	i	i	i	-2.5	i	i	i	i	i	i
COc1ccccc1Nc1nnc(SCC(=O)c2cc(C)n(CC3CCCO3)c2C)s1 (stereo not drawn)	0.0	i	i	i	7.0	i	i	i	i	i	i
CC(=O)N1CC[n+]2c(-c3ccc(Cl)cc3)csc21	13.2	i	i	i	6.6	i	i	i	i	i	i
Cc1cc(NC(=O)c2ccno2)no1	-1.4	i	i	i	-5.8	i	i	i	i	i	i
O=C(NC1CCCCCCC1)c1cccc(Cl)c1	-3.2	i	i	i	3.9	i	i	i	i	i	i
CCO/C=C1\C(=O)N(CC)c2ccccc21	3.4	i	i	i	2.7	i	i	i	i	i	i
Cc1cc(NC(=O)c2sc(Nc3ccc(F)cc3)nc2N)no1	3.4	i	i	i	3.8	i	i	i	i	i	i
COc1ccc(-n2nnnc2/C(=C/N(C)C)C(=O)c2ccccc2)cc1	3.8	i	i	i	0.9	i	i	i	i	i	i
COCCNC(=O)CCC(=O)NNc1nc2ccccc2c2nc(-c3ccccc3)nn12	0.1	i	i	i	6.0	i	i	i	i	i	i
C=CCn1c(SC(C)C#N)nc2sc(CC)cc2c1=O (stereo not drawn)	2.4	i	i	i	13.9	i	i	i	i	i	i
COc1ccc(Cc2nc(=S)[nH][nH]2)cc1Br	6.0	i	i	i	13.8	i	i	i	i	i	i
Cc1c(C)c2ccc(OC3CCCCC3=O)cc2oc1=O (stereo not drawn)	-41.5	i	i	i	0.2	i	i	i	i	i	i
CC(C)(C)NC(=O)C(=O)NN=C1CCCCCCCCCCC1	-4.6	i	i	i	-0.1	i	i	i	i	i	i
Cc1ccc(S(=O)(=O)N(C)CC(=O)Nc2nc3ccccc3s2)cc1	4.2	i	i	i	10.0	i	i	i	i	i	i
CC1=C(C(=O)Nc2ccccc2)C(c2ccccn2)n2nc(CCCO)nc2N1 (stereo not drawn)	-4.9	i	i	i	-1.8	i	i	i	i	i	i
COCCNC(=O)c1ccc(CS(=O)(=O)c2ccccc2)o1	2.8	i	i	i	-1.5	i	i	i	i	i	i
Clc1ccccc1N=C1NN=C(c2cccs2)CS1	-2.5	i	i	i	-0.8	i	i	i	i	i	i
COc1ccccc1CN1[C@@H](CC(=O)O)c2cc(F)ccc2S1(=O)=O	4.7	i	i	i	4.6	i	i	i	i	i	i
Cc1ccc(Cl)cc1Nc1nc(-c2sc(NC(=O)c3ccccc3)nc2C)cs1	-3.7	i	/	i	23.7	i	i	i	i	i	i
CC(C)(C)C(=O)/C=C(N)/C=C/c1ccccc1	-0.5	i	i	i	0.8	i	i	i	i	i	i
CN1CCN(C(=O)c2cc3ccccc3[nH]2)CC1	4.9	i	i	i	-5.8	i	i	i	i	i	i
COc1ccccc1NC(=O)COC(=O)Cc1c[nH]c2ccccc12	2.9	i	i	i	8.4	i	i	i	i	i	i
CCc1ccccc1N1CC(C(=O)Nc2nccs2)CC1=O (stereo not drawn)	-1.2	i	i	i	-5.6	i	i	i	i	i	i
Nc1ccc2nc(SCC(=O)c3ccccc3)sc2c1	1.1	i	i	i	-3.3	i	i	i	i	i	i
CCN(C(=O)CSc1ncnc2c1cnn2-c1ccccc1)C1CCS(=O)(=O)C1 (stereo not drawn)	-0.3	i	i	i	-5.5	i	i	i	i	i	i
Cc1cccc(NC(=O)CN(C)S(=O)(=O)c2ccc3c(c2)n(C)c(=O)c(=O)n3C)c1C	1.9	i	i	i	2.1	i	i	i	i	i	i
COc1ccc(/C(N)=N/OC(=O)CSc2ccc(C)cc2)cc1	0.8	i	i	i	-1.1	i	i	i	i	i	100*
COc1cc(C2=NOC(C(=O)N3CCCCCC3)C2)cc(OC)c1OC (stereo not drawn)	0.8	i	i	i	-0.6	i	i	i	i	i	i
OCCC1CN(Cc2ccc3cccc(F)c3n2)CCN1Cc1ccccc1 (stereo not drawn)	-0.7	i	i	i	0.8	i	i	i	i	i	i
CC1CCCC(C)N1C(=O)COC(=O)c1cc(S(=O)(=O)N2CCOCC2)ccc1Cl (stereo not drawn)	0.6	i	i	i	-5.5	i	i	i	i	i	i
CCOC(=O)c1c(-c2cccs2)csc1N	8.0	i	i	8.43*	-0.8	i	i	i	i	i	i
CCN(Cc1cc2cc(C)ccc2[nH]c1=O)C(=O)c1cccc(OC)c1	-2.0	i	i	i	-1.0	i	i	i	i	i	i
C#CCOCCOCCOCCNc1nc(N2CCOCC2)nc(N2CCN(C(=O)[C@H](CCCCN)n3cc([C@@H](N)C(C)CC)nn3)CC2)n1 (stereo partly drawn)	-2.3	i	i	i	-2.5	i	i	i	i	i	i

More results follow.
SMILES	HDAC3 inh	MrgX1 agonist	ANO1 activ	MrgX1 PAM	SKKanGAS inh	MrgX1 antagonist	TRPC6 act	RGS4 block	RGS4 pot	TRPC6 inh	ANO1 block
CCN1CCN(c2ccc(S(=O)(=O)N3CCCCC3)cc2NC(=O)Cc2ccc(Cl)c(Cl)c2)CC1	-3.1	i	i	i	-13.4	i	i	i	i	i	i
Cc1cc(C(=O)N/N=C/c2cccn2C)n[nH]1	3.1	i	i	i	-0.2	i	i	i	i	i	i
Cc1cc(NC(=O)CSc2nnc(C)o2)no1	-20.2	i	i	i	-2.9	i	i	i	i	i	i
O=c1[nH]cnc2c1oc1ccccc12	2.4	i	i	i	-7.6	i	i	i	i	i	i
OC(CN1C2=NCCN2c2ccccc21)c1ccc2c(c1)OCO2 (stereo not drawn)	-4.2	i	i	i	-2.3	i	i	i	i	i	i
CCOc1ccc(N(CC(N)=O)S(=O)(=O)c2ccc(F)cc2)cc1	-10.3	i	i	i	1.0	i	i	i	i	i	i
Cc1ccc2oc(=O)c3cnn(CC(=O)N4CCCCCC4)c3c2c1	/	i	i	i	-1.0	i	i	i	i	i	i
CCC(C)(C)NC(=O)CN(Cc1ccccc1Cl)C(=O)CCC(=O)Nc1cc(C)ccn1	5.6	i	i	i	2.0	i	i	i	i	i	i
